Bioassay records from PubChem BioAssay.
RGS4 block = human RGS4 inhibition | P49798 | HEK293 M3R/RGS4 inducible, Fluo-4 calcium flux; stronger effect = higher value; triggered by carbachol at its EC20 | B-score at 10 µM | hit rate 0.45% among 310,000 | AID 463165;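 active = B-score, a plate-corrected calcium signal, over three deviations above library mean, with baseline fluorescence within five deviations of library mean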;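 also: RGS4 expression induced by doxycycline in cells with stable M3 receptor; B-score is computed from the integrated fluorescence ratio over baseline after carbachol; higher B-score means a larger calcium signal and so more RGS4 inhibition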
Target sequence (P49798 whole entry, looked up): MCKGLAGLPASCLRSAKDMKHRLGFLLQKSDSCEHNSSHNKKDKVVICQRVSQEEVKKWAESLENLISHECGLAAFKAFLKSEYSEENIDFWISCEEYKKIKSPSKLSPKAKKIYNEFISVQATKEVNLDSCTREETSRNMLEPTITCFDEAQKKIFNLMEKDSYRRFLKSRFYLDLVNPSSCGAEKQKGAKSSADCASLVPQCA
TRPC4 act = TRPC4 (mouse) channel activation | Q9QUQ5 | HEK293 TRPC4beta/mu-opioid, Fluo4 calcium fluorescence; stronger effect = higher value | B-score at 10 µM | hit rate 0.49% among 310,000 | AID 2237;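 active = B-score above 5 SD of library B-scores, and initial fluorescence ratio not above library mean plus 5 SD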;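 also: positive B-score marks a calcium rise read as TRPC4 activation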
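system = HEK293 cells stably co-expressing mouse TRPC4beta and mu-opioid receptor | schedule = Fluo4 dye loading 45 min at room temperature, 110 s recording | measure = B-scored integrated calcium fluorescence ratio | signal = Fluo4 calcium-sensitive dye fluorescence, kinetic, 1 Hz baseline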
TMEM16A act = activators or potentiators of mouse TMEM16A chloride channel | Q8BHY3 | HEK293 TMEM16A/YFP-H148Q/I152L, iodide quench fluorescence; stronger effect = lower value | B-score at 10 µM | hit rate 0.3% among 340,000 | AID 623877;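 active = fluorescence-ratio B-score plate-corrected deviation score at least 3 library SD below zero, with starting fluorescence score within 5 deviations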;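 also: channel opened by trigger with iodide after compound preincubation; score built on the fluorescence ratio of max minus min over baseline; more negative score means more quench and so TMEM16A activation or potentiation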
TRPC6 inh = inhibitors of mouse TRPC6 channel | HEK293-TRPC6, membrane potential dye, ACh-evoked depolarization; stronger effect = lower value | B-score at 10 µM | hit rate 1.1% among 310,000 | AID 2553;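 active = B-score under library mean minus 3 SD, initial fluorescence not abnormally high, positive integrated signal ratio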;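 also: B-score derived from integrated fluorescence ratio over the kinetic read; more negative B-score means stronger inhibition of depolarization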
MrgX1 PAM = allosterically activates human MrgX1 receptor signaling; Q96LB2; AID 588675; MrgX1-HEK293, Fluo-4 calcium flux, FDSS; stronger effect = higher value; hit rate 0.63% among 310,000; B-score at 10 µM;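 active = plate-corrected calcium response at least 3 library SD above typical, normal starting fluorescence, not activating the receptor alone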;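 also: compound read alongside a low EC10 to EC30 dose of BAM8-22 agonist; peak minus trough fluorescence over baseline measured at the second addition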
Target sequence (Q96LB2 whole entry, looked up): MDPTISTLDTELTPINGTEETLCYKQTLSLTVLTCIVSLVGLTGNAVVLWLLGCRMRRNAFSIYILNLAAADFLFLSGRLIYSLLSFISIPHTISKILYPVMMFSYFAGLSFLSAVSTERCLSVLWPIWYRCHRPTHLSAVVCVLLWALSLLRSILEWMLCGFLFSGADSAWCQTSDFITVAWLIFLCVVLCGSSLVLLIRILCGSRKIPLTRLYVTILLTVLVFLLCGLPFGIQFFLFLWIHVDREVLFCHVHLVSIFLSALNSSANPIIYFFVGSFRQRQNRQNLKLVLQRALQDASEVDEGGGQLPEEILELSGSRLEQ
TRPC6 act = mouse TRPC6 channel activation; HEK293-TRPC6 membrane potential dye fluorescence; stronger effect = higher value; B-score at 10 µM; hit rate 0.13% among 310,000;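 active = B-score of the integrated fluorescence ratio above library mean plus 3 SD, and starting fluorescence ratio within library mean plus 5 SD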;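 also: higher score means more depolarization so channel activation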
MrgX1 antag = human MrgX1 receptor antagonism, primary screen. MRGX1-HEK293 calcium flux, Fluo-4, BAM8-22 antagonism; stronger effect = lower value. B-score at 10 µM. hit rate 1.3% among 310,000;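 active = calcium-response B-score plate-corrected more than 3 library SD below zero, starting fluorescence within 5 deviations, no agonist response on first addition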;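 also: peak minus trough fluorescence over baseline after final BAM8-22 challenge near maximal dose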
TRPC4 potent = TRPC4 (mouse) allosteric potentiation. HEK293 TRPC4beta/mu-opioid, DAMGO EC20, Fluo-4 Ca2+ flux; stronger effect = higher value. Q9QUQ5. AID 2227. B-score at 10 µM. hit rate 0.42% among 310,000;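 active = B-score of calcium response area above 5 SD of library B-scores, with initial fluorescence ratio within 5 SD of library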;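 also: B-score of integrated fluorescence ratio over time as area under calcium response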
MrgX1 ag = agonists of human MrgX1 receptor; hit rate 0.44% among 310,000; MrgX1-HEK293 cells, Fluo-4 calcium fluorescence, agonist mode; stronger effect = higher value; Q96LB2; B-score at 10 µM; AID 588627;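 active = calcium response B-score plate-corrected fluorescence ratio at least 3 library SD, with starting fluorescence B-score inside 5 SD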
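Test system: HEK293 cells stably expressing human MrgX1 receptor; Input: fifteen thousand cells per well; Dosing: compound delivered in addition one of three; Schedule: overnight seeding, then 1 h dark dye loading; Technique: Fluo-4 NW calcium fluorescence; Measure: B-scored fluorescence response ratio; Controls: positive and negative controls per plate.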
TMEM16A inh = inhibitors of mouse TMEM16A calcium-activated chloride channel | HEK293 TMEM16A/YFP iodide influx fluorescence, ionomycin | hit rate 1.2% among 310,000 | Q8BHY3 | normalized B-score (activity score, 25-100; higher = stronger inhibition) at 10 µM;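 active = ratio plate-corrected score three or more library SD toward inhibition, starting fluorescence score within five deviations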;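 also: score derived from kinetic fluorescence span divided by baseline fluorescence per well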
TRPC4 inh = blocks the mouse TRPC4 cation channel; AID 2247; B-score at 10 µM; Q9QUQ5; HEK293 TRPC4beta/mu-opioid, DAMGO-evoked Fluo4 calcium flux; stronger effect = lower value; hit rate 0.39% among 300,000;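 active = B-score over 3 SD under the library average, no early fluorescence shift, positive overall ratio signal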
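Assay system: TRPC4beta/mu-opioid receptor HEK293 cell line; compound dosing: single concentration per test compound; detection: Fluo4 Ca2+ flux fluorescence; evaluation: per-well B score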
The depositor's hits bear a star; i = inactive; / = not tested or not shown. No enrichment for hits; overall some 5.8% were active at least once.

Values run as follows: TRPC4 inh, TRPC6 inh, TRPC4 act, TRPC6 act, TRPC4 potent, MrgX1 PAM, RGS4 block, MrgX1 antag, TMEM16A act, MrgX1 ag, TMEM16A inh
> CC(c1ccco1)N(C(=O)c1ccc(S(=O)(=O)N2CCCCC2)cc1)c1ccccn1 (stereo not given)
→ i, i, i, i, i, i, i, i, i, i, i
> O=C(CN1CCCCCC1)N/N=C/c1ccc(Cl)c(Cl)c1
→ i, i, i, i, i, i, i, i, i, i, i
> CCOC(=O)C1=C(N)OC2=C(C(=O)CCC2)C1c1ccc(C)s1 (stereo not given)
→ i, i, i, i, i, i, i, i, i, i, i
> c1cc2c(cc1C1=Nn3c(nnc3C3CCCCC3)SC1)OCO2
→ i, i, i, i, i, i, i, i, i, i, i
> CCc1nnc(SCC(=O)Nc2ccccc2Cl)nc1CC
→ i, i, i, i, i, i, i, i, i, i, i
> O=C(NC1=NCCS1)c1cccc(OC(F)F)c1
→ i, i, i, i, i, i, i, i, i, i, i
> COc1cc2ccccc2cc1C(=O)Nc1ccc(S(=O)(=O)Nc2cc(C)on2)cc1
→ i, i, i, i, i, i, i, i, i, i, i
> Cc1sc2ncnc(Sc3nnc4sc5ccccc5n34)c2c1C
→ i, i, i, i, i, i, i, i, /, i, i
> Cc1cc(C)n(CC(O)CN(c2cccc([N+](=O)[O-])c2)S(=O)(=O)c2ccccc2)n1 (stereo not given)
→ i, i, i, i, i, i, i, i, i, i, i
> CCN1CCN(C(=O)/C=C/c2ccc(C(C)C)cc2)CC1
→ i, i, i, i, i, i, i, i, i, i, i
> CCCCn1c(N)c(N(CC(C)C)C(=O)CSCC(=O)Nc2ccc(OC)cc2)c(=O)[nH]c1=O
→ i, i, i, i, i, i, i, i, i, i, i
> Cc1nc(N2CCN(C)CC2)c2cc(-c3ccccc3)sc2n1
→ i, i, i, i, i, i, i, i, i, i, i
> Cc1ccc(S(=O)(=O)CCC#N)cc1
→ i, i, i, i, i, i, i, i, i, i, i
> CCn1c(CNC(=O)c2ccc(OC)cc2)nnc1SCC(=O)c1ccccc1
→ i, i, i, i, i, i, i, i, i, i, i
> CCc1ccc(NC(=O)CN2CCC(C(=O)c3ccc(OC)cc3)CC2)cc1
→ i, i, i, i, i, i, i, i, i, i, i
> CCn1c(CSc2nccn2C)nc2cc(C(=O)O)ccc21
→ i, i, i, i, i, i, i, i, i, i, i
> CC(C)(Oc1ccc(Cl)cc1)C(=O)NCC(c1ccco1)N1CCCCC1 (stereo not given)
→ i, i, i, i, i, i, i, -4.84*, i, i, i
> COC(=O)CN(c1ccc(C(C)C)cc1)S(=O)(=O)c1c(C)[nH]c(=O)[nH]c1=O
→ i, i, i, i, i, i, i, i, i, i, i
> CCOC(=O)Cc1csc(SC(C)C(=O)NC2CCCCC2C)n1 (stereo not given)
→ i, i, i, i, i, i, i, -5.33*, i, i, i
> COc1ccccc1NS(=O)(=O)c1cc(C(=O)NCCN2CCOCC2)ccc1Cl
→ i, i, i, i, i, i, i, i, i, i, i
> CC(=O)NC12CC3CC(C1)CC(C(=O)N1CCN(S(=O)(=O)c4ccc(C(C)C)cc4)CC1)(C3)C2
→ i, i, i, i, i, i, i, i, i, i, i
> CC1(C)C(C=C(Cl)Cl)C1C(=O)N1CCN(c2ccccc2)CC1 (stereo not given)
→ i, i, i, i, i, i, i, -6.59*, i, i, i
> Cc1ccc(S(=O)(=O)NNC(=O)c2cc(C)cs2)cc1
→ i, i, i, i, i, i, i, i, i, i, i
> COc1ccc(Cc2nnc(SCC(=O)NC3CCCC3)o2)cc1
→ i, i, i, i, i, i, i, i, i, i, i
> CCCN(Cc1cc2cc(C)ccc2[nH]c1=O)C(=O)c1cccc(OC)c1
→ i, i, i, i, i, i, i, i, i, i, i
> CCn1c(C)nc2cc(C(=O)NNS(=O)(=O)c3ccc(C)cc3C)ccc21
→ i, i, i, i, i, i, i, i, i, i, i
> N#Cc1c(N)n(-c2ccc(N)cc2)c2nc3ccccc3nc12
→ i, i, i, i, i, i, i, i, i, i, i
> O=C(NCc1ccco1)c1ccc(COc2cc(Cl)ccc2Cl)cc1
→ i, i, i, i, i, i, i, i, i, i, i
> O=C(COc1ccc(C(=O)NCC2CCCO2)cc1)Nc1cccc(C(F)(F)F)c1 (stereo not given)
→ i, i, i, i, i, i, i, i, i, i, i
> Cc1nn(-c2ccccc2)c2nc(Cl)c(C(=O)O)cc12
→ i, i, i, i, i, i, i, i, i, i, i
> COc1ccccc1N1CCN(C(=O)CCc2ccc(S(=O)(=O)NC(C)C)cc2)CC1
→ i, i, i, i, i, i, i, i, i, i, i
> CCCc1nn(C)c2c(=O)[nH]c(-c3ccccc3OCC)nc12
→ i, i, i, i, i, i, i, i, i, i, i
> CC(=O)c1cccc(NC(=O)NC(C)c2ccc3c(c2)OCO3)c1 (stereo not given)
→ i, i, i, i, i, i, i, i, i, i, i
> CC(C)Cn1c(N)c(C(=O)NCC2CCCO2)c2nc3ccccc3nc21 (stereo not given)
→ i, i, i, i, i, i, i, i, i, i, i
> COC(=O)C1SCCN1S(=O)(=O)c1ccc(Cl)cc1 (stereo not given)
→ i, i, i, i, i, i, i, i, i, i, i
> C/C(=N\NC(=O)C1CC1)c1ccc(NC(=O)c2ccc(Br)o2)cc1
→ i, i, i, i, i, i, i, i, /, i, i
> CNC(C)C#Cc1ccc2oc3cccc(OC)c3c(=O)c2c1 (stereo not given)
→ i, i, i, i, i, i, i, i, i, i, i
> COc1ccccc1N(C)S(=O)(=O)c1ccc(C(=O)OCC(=O)N(C(C)C)C(C)C)cc1
→ i, i, i, i, i, i, i, i, i, i, i
> CCOc1ccccc1CNC(=O)Cn1ccc2cc(S(=O)(=O)N3CCC(C)CC3)ccc21
→ i, i, i, i, i, i, i, i, i, i, i
> CCOc1cc(CNc2ccc(CNc3ncn[nH]3)cc2)ccc1OCc1ccccc1
→ i, i, i, i, i, i, i, i, i, i, i
> O=C(CSc1nc(-c2ccccc2)cc(=O)[nH]1)Nc1ccc(F)c(F)c1
→ i, i, i, i, i, i, i, i, i, i, i
> [O-][n+]1onc2c3cc(-c4ccccc4)nnc3ccc21
→ i, i, i, i, i, i, i, i, i, i, i
> COc1ccc(C(=O)NCC2OCCc3ccccc32)cc1 (stereo not given)
→ i, i, i, i, i, i, i, i, i, i, i
> COc1cccc(C(=O)Nc2c(F)c(F)c(F)c(F)c2F)c1
→ /, i, /, i, /, i, i, i, i, i, i
> O=C(c1ccco1)N1CCN(CC(=O)N2CCCc3c2c(=O)oc2ccc(O)cc32)CC1
→ i, i, i, i, i, i, i, i, /, i, i
> COc1ccc(-c2cc(C(=O)N3CCCC3)no2)cc1
→ i, i, i, i, i, i, i, i, i, i, i
> CCN(CC)CCNC(=O)CCc1c(C)nc2c(c(C)nn2-c2ccc(C)cc2)c1C
→ i, i, i, i, i, i, i, i, i, i, i
> CCc1nc(SCC(=O)Nc2nnc(CC)s2)c2c(=O)n(C)c(=O)n(C)c2n1
→ i, i, i, i, i, i, i, i, i, i, i
> CCOC(=O)Nc1ccc2c(c1)N(C(=O)CN1CCN(C)CC1)c1ccccc1S2
→ /, i, i, i, i, i, i, i, i, i, i
> Cc1ccc(-c2cc(C(=O)OC3CCOC3=O)c3ccccc3n2)c(C)c1 (stereo not given)
→ i, i, i, i, i, i, i, i, i, i, i
> CC(C)N1C(=O)CCC1C(=O)N1CCC(Cc2ccccc2)CC1 (stereo not given)
→ i, i, i, i, i, i, i, -5.94*, i, i, i
> COc1ccc(-c2nn(-c3ccccc3)cc2/C=C(\C#N)S(=O)(=O)c2ccccc2)cc1OC
→ i, i, i, i, i, i, i, i, i, i, i
> Cc1cc(SC2CCOC2=O)nc2ccccc12 (stereo not given)
→ i, i, i, i, i, i, i, i, i, i, i
> Cc1cc(C)c2nc3s/c(=C/c4ccc5c(c4)n(C)c(=O)n5C)c(=O)n3c2c1
→ i, i, i, i, i, /, i, /, /, /, /
> Cc1cc(C)n(S(=O)(=O)c2cccc(Cl)c2Cl)n1
→ i, i, i, i, i, i, i, i, i, i, i
> Cn1cccc1Cc1nnc(SCC(=O)N2CCc3ccccc32)n1CCc1ccccc1
→ i, i, i, i, i, i, i, i, i, i, i
> CCOc1cc(NC(=S)NCC2CCCO2)c(OCC)cc1NC(=O)c1ccccc1F (stereo not given)
→ i, i, i, i, i, i, i, i, i, i, i
> CC1CN(S(=O)(=O)c2cn(C)c(=O)n(C)c2=O)CC(C)O1 (stereo not given)
→ i, i, i, i, i, i, i, i, i, i, i
> Cn1ccnc1SCCNC(=O)CCc1nnc(CCCCc2ccccc2)o1
→ i, i, i, i, i, i, i, i, i, i, i
> CCc1nc2ccccc2c(C(=O)OCC(=O)NCc2ccc3c(c2)OCO3)c1C
→ i, i, i, i, i, i, i, i, i, i, i

Next records follow:
Values run as follows: TRPC4 inh, TRPC6 inh, TRPC4 act, TRPC6 act, TRPC4 potent, MrgX1 PAM, RGS4 block, MrgX1 antag, TMEM16A act, MrgX1 ag, TMEM16A inh
> OCC[C@H]1C[C@H](O)[C@@H](O)[C@@]2(Cc3ccccc3CO2)O1
→ /, /, /, /, /, i, /, i, i, i, i
> O=C(NCc1nnc(SCC(=O)N2CCN(c3ccccc3)CC2)o1)c1c(F)cccc1F
→ i, i, i, i, i, i, i, -5.74*, i, i, i
> O=C1NC(=Nc2ccccc2)/C(=C/c2ccco2)S1
→ i, i, i, i, i, i, i, i, i, i, i
> COc1cccc(C(=O)CSc2nccn2C)c1
→ i, i, i, i, i, i, i, i, i, i, i
> Cc1ccc(Cl)cc1Nc1nc(-c2sc(NC(=O)C(C)(C)C)nc2C)cs1
→ i, i, i, i, i, i, i, i, i, i, i
> Cc1ccc(-n2cccc2/C=C2/C(=N)N3C(=NC2=O)SN=C3S(C)(=O)=O)cc1Cl
→ /, /, /, /, /, i, /, i, i, i, i
> Cc1ccccc1N1CC(C(=O)N2CC(C)OC(C)C2)CC1=O (stereo not given)
→ i, i, i, i, i, i, i, i, i, i, i
> Cc1sc(NC(=O)c2cccs2)c(C(=O)OC(C)C)c1C
→ i, i, i, i, i, i, i, i, i, i, i
